Compound activity as filed in PubChem.
E coli WT exp – blocks growth of wild type E. coli BW25113; OD600 absorbance; growth inhibition, % at 100 µM; 98,000 tested, 0.15% active; AID 710;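 active means growth inhibition above about 50% at one test dose, limit read from the data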;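 further: growth measured after 20 h incubation at 37 °C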
S1P2 agonist – agonists of human S1P2 receptor. O95136. S1P2-expressing cell line, agonist reporter read-out. activation, % at 4.5 µM. 97,000 tested, 0.46% active; in the data active means activation above about 16%;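 further: 0% = vehicle low control and 100% = maximal reference agonist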
Target sequence (O95136 whole entry, looked up): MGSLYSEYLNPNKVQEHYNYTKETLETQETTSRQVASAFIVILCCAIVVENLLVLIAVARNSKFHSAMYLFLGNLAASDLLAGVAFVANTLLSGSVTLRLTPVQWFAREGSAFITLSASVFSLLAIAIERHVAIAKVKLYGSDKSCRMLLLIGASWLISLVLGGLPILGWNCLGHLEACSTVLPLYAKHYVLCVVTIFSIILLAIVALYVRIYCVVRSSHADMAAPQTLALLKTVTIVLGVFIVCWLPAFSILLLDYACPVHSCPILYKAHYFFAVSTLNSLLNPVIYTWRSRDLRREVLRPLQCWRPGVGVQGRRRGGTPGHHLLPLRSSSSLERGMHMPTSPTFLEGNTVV
PostGolgi yeast – growth inhibition of a yeast mutant, post-Golgi transport screen | post-Golgi transport phenotypic cell assay | inhibition, % at 10 µM | 98,000 tested, 0.9% active;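 further: yeast cells grown in 1536-well plates; yeast grown about 18 h at 30C before absorbance read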
PostGolgi ctrl – yeast control strain growth, post-Golgi counter-screen; efflux-deficient yeast background strain, growth absorbance A615, 16 h; inhibition, % at 10 µM; 98,000 tested, 5% active; AID 738
S1P2 blocker – antagonists of human S1P2 receptor; inhibition, % at 5 µM; 97,000 tested, 0.21% active; cell-based S1P2 antagonist assay, inhibition at 5 uM; AID 736; O95136; in the data active means inhibition above about 45%;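 further: CRE beta-lactamase reporter cells expressing human S1P2 stimulated with S1P; 0% = agonist at EC80 alone and 100% = agonist plus reference antagonist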
DAT uptake mod – human DAT dopamine uptake with cocaine, either direction; Q01959; LLC-PK1 hDAT cells, [14C]-dopamine uptake with cocaine IC80; actives deviate in either direction; B-score at 10 µM; 110,000 tested, 1.3% active;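 active means Z score or B-score, a plate-position-corrected score, falls beyond the plate's 99.7% confidence bounds, in either direction; inactive means both scores lie inside the 99.7% bounds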;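 further: scored against the spread of the other compound wells on the same plate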
Target sequence (Q01959 whole entry, looked up): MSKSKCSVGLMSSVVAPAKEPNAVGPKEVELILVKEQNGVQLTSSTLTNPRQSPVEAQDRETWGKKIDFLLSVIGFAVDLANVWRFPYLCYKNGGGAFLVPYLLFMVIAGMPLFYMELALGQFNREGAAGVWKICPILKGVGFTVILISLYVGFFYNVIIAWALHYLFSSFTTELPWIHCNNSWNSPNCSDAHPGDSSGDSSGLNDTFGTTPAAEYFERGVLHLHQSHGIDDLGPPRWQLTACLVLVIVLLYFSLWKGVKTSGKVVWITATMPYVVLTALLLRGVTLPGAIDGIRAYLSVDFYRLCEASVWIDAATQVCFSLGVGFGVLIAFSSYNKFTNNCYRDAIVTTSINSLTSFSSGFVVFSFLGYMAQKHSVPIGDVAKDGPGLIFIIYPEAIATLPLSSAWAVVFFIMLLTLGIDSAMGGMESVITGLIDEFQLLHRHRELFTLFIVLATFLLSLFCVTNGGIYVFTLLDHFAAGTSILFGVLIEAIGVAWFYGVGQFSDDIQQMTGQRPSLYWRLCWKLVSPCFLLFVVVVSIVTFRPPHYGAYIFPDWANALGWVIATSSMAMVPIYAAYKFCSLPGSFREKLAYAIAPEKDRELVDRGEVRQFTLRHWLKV
HUVEC inhibit – blocks proliferation of human endothelial cells | HUVEC proliferation, CellTiter-Glo luminescence, 72 h; hits give low values | viability, % at 10 µM (by protocol) | 86,000 tested, 1.1% active | AID 648;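 active means viability at or below 30%; inactive means viability above 30%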;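 further: 100% = median luminescence of DMSO-only cell control wells on each plate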
Fibroblast inh – blocks proliferation of human lung fibroblasts. LL 47 human lung fibroblast viability, ATP luminescence; hits give low values. AID 719. viability, % at 10 µM. 85,000 tested, 1.1% active;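 active means viability at or below 50% in the single dose screen; inactive means viability above 50%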;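 further: compound exposure lasted 72 h before the ATP readout; 100% = median luminescence of untreated cell-only wells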
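Times – overnight cell rest, 72 h compound treatment at 37 °C · Test system – human lung fibroblast line LL 47, low passage · Amount – 1,150 cells in each well · Controls – cell-only wells, no compound · Doses – 0.1% DMSO in all compound wells · Measured by – CellTiter-Glo luminescence · Buffer or medium – IMEM plus 15% FBS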
H69AR inhibit – blocks growth of human H69AR lung tumor cells; H69AR lung tumor viability, ATP luminescence, 72 h; hits give low values; viability, % at 10 µM; 85,000 tested, 6% active;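 active means viability at or below 40%; inactive means viability above 40%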;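 further: multidrug resistant small cell line overexpressing MRP-1 efflux transporter; 100% = mean luminescence of untreated control wells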
* = called active by the depositor. Unless noted, no stated cut-off is given here; in the data, active means inhibition above about 30%; inactive means the rest.

How did Oc1c(C(c2ccco2)N2CCN(C(c3ccccc3)c3ccccc3)CC2)sc2ncnn12 (configuration not stated) do in these assays?
E coli WT exp: -4.0; S1P2 agonist: -7.5; PostGolgi yeast: -1.8; PostGolgi ctrl: 10.7; S1P2 blocker: -1.0; DAT uptake mod: 0.822; HUVEC inhibit: 87.6; Fibroblast inh: 93.9; H69AR inhibit: 33.3*

Results for CC1(C)CC(=O)C(C(=S)Nc2ccccc2)=C(NCCN2CCOCC2)C1 ?
E coli WT exp: 1.0; S1P2 agonist: -2.6; PostGolgi yeast: -4.8; PostGolgi ctrl: 17.2; S1P2 blocker: 8.4; DAT uptake mod: 0.628

How did C#CCOc1c(Br)cc(/C=N\NC(=O)CN2CCOCC2)cc1OCC do in these assays?
E coli WT exp: 4.0; S1P2 agonist: -5.1; PostGolgi yeast: 3.3; PostGolgi ctrl: 6.1; S1P2 blocker: 5.3; DAT uptake mod: -0.0562

How did COc1ccc(OC)c(NC(=S)N2CCN(C/C=C/c3ccccc3)CC2)c1 do in these assays?
E coli WT exp: 5.0; S1P2 agonist: -3.0; PostGolgi yeast: 1.3; PostGolgi ctrl: 17.7; S1P2 blocker: 16.6; DAT uptake mod: 0.244

What do the screens show for `O=C(CSc1ncnc2c1oc1ccccc12)N1CCCc2ccccc21`?
E coli WT exp: -30.0; S1P2 agonist: -1.9; PostGolgi yeast: 0.0; PostGolgi ctrl: 44.2*; S1P2 blocker: -2.8; DAT uptake mod: 0.664; HUVEC inhibit: 68.8; Fibroblast inh: 96.7; H69AR inhibit: 67.6

How did O=C(NCCOc1cccc(Cl)c1Cl)c1cc(-n2cnnc2)ccc1Cl do in these assays?
E coli WT exp: 14.0; S1P2 agonist: -4.9; PostGolgi yeast: -1.8; PostGolgi ctrl: 6.1; S1P2 blocker: -5.6; DAT uptake mod: 0.00636

How did Cc1ccc(C)c(OCC(=O)N/N=C/c2c(C)nn(-c3ccccc3)c2Cl)c1 do in these assays?
E coli WT exp: -7.0; S1P2 agonist: -3.2; PostGolgi yeast: -1.5; PostGolgi ctrl: 25.2; S1P2 blocker: -21.2

Results for COC(=O)c1[nH]c2c(c1C)C(=O)CC(c1ccccc1)C2 (configuration not stated) ?
E coli WT exp: -8.0; S1P2 agonist: -2.5; PostGolgi yeast: 6.8; PostGolgi ctrl: 17.6; S1P2 blocker: -18.1; DAT uptake mod: -0.725; HUVEC inhibit: 46.4; Fibroblast inh: 58.8; H69AR inhibit: 19.1*

How did Cc1ccccc1OCC(=O)Nc1ccc2c(c1)OCO2 do in these assays?
E coli WT exp: -9.0; S1P2 agonist: -3.0; PostGolgi yeast: -4.5; PostGolgi ctrl: -3.0; S1P2 blocker: 3.9; HUVEC inhibit: 98.1; Fibroblast inh: 104.2; H69AR inhibit: 84.4

Results for COc1ccc(-c2nn(C)c3sc(C(=O)NCc4ccco4)cc23)cc1OC ?
E coli WT exp: 4.0; PostGolgi yeast: 4.8; PostGolgi ctrl: -5.2; DAT uptake mod: -0.229; HUVEC inhibit: 97.0; Fibroblast inh: 106.8; H69AR inhibit: 75.2

Results for O=C(NCCN1CCOCC1)c1cc2sccc2n1Cc1ccc(F)cc1 ?
E coli WT exp: 2.0; PostGolgi yeast: -0.2; PostGolgi ctrl: 1.9; DAT uptake mod: -0.145

What do the screens show for `COc1ccc(C(c2c(O)ccc3ccccc23)N2CCOCC2)c(OC)c1` (configuration not stated)?
E coli WT exp: -6.0; S1P2 agonist: -6.3; PostGolgi yeast: 1.6; PostGolgi ctrl: 12.7; S1P2 blocker: 21.3; HUVEC inhibit: 80.3; Fibroblast inh: 90.2; H69AR inhibit: 102.9

What do the screens show for `O=C(NCc1ccco1)c1sc2cc(Cl)ccc2c1Cl`?
S1P2 agonist: -9.2; S1P2 blocker: -6.9; DAT uptake mod: 0.111; HUVEC inhibit: 100.0; Fibroblast inh: 114.9; H69AR inhibit: 93.3

What do the screens show for `Cc1ccc(-n2nnnc2SC(C)C(=O)Nc2ccc(Cl)cn2)cc1` (configuration not stated)?
E coli WT exp: -8.0; PostGolgi yeast: 7.4; PostGolgi ctrl: 26.9; DAT uptake mod: -0.338; HUVEC inhibit: 95.5; Fibroblast inh: 96.6; H69AR inhibit: 93.7

What do the screens show for `Cc1noc(C)c1S(=O)(=O)N1CCC(C(=O)N2CCN(c3ccc(F)cc3)CC2)CC1`?
E coli WT exp: 4.0; S1P2 agonist: -1.8; PostGolgi yeast: -21.7; PostGolgi ctrl: 3.7; S1P2 blocker: -0.7; DAT uptake mod: -1.45; HUVEC inhibit: 94.2; Fibroblast inh: 87.9; H69AR inhibit: 59.2

Results for O=C(NCc1cccs1)c1ccc(N2CCCC2=O)cc1 ?
E coli WT exp: 7.0; S1P2 agonist: -1.6; PostGolgi yeast: 4.7; PostGolgi ctrl: 3.9; S1P2 blocker: 9.5; DAT uptake mod: -0.666

What do the screens show for `O=C(CSc1nnc(-c2cccs2)n1-c1ccccc1)NCC1CCCO1` (configuration not stated)?
E coli WT exp: 2.0; S1P2 agonist: -1.0; PostGolgi yeast: 0.3; PostGolgi ctrl: 5.5; S1P2 blocker: -12.5; DAT uptake mod: 0.794; HUVEC inhibit: 105.5; Fibroblast inh: 98.0; H69AR inhibit: 92.2

Results for CCN(CC)c1ccc(C2C(C(=O)OC(C)C)C(=O)CC(C)(O)C2C(=O)OC(C)C)cc1 (configuration not stated) ?
E coli WT exp: 5.0; S1P2 agonist: -6.2; PostGolgi yeast: 9.0; PostGolgi ctrl: -3.4; S1P2 blocker: 12.2; DAT uptake mod: 1.15

How did CCOC(=O)C1(C(C)(C)CC)CC(CSc2nc3ccccc3[nH]2)OC1=O (configuration not stated) do in these assays?
S1P2 agonist: -3.9; S1P2 blocker: -6.5; DAT uptake mod: 0.538; HUVEC inhibit: 87.8; Fibroblast inh: 106.2; H69AR inhibit: 79.9

How did O=C(c1ccc(COc2c(F)c(F)c(F)c(F)c2F)o1)N1CCOCC1 do in these assays?
E coli WT exp: 3.0; S1P2 agonist: -4.1; PostGolgi yeast: -1.2; PostGolgi ctrl: 6.2; S1P2 blocker: -2.5; DAT uptake mod: 1.04; HUVEC inhibit: 100.7; Fibroblast inh: 95.8; H69AR inhibit: 86.5

Sorted by molar mass (ascending): part of the list above
Results for COC(=O)c1[nH]c2c(c1C)C(=O)CC(c1ccccc1)C2 (configuration not stated) ?
E coli WT exp: -8.0; S1P2 agonist: -2.5; PostGolgi yeast: 6.8; PostGolgi ctrl: 17.6; S1P2 blocker: -18.1; DAT uptake mod: -0.725; HUVEC inhibit: 46.4; Fibroblast inh: 58.8; H69AR inhibit: 19.1*

How did O=C(c1ccc(COc2c(F)c(F)c(F)c(F)c2F)o1)N1CCOCC1 do in these assays?
E coli WT exp: 3.0; S1P2 agonist: -4.1; PostGolgi yeast: -1.2; PostGolgi ctrl: 6.2; S1P2 blocker: -2.5; DAT uptake mod: 1.04; HUVEC inhibit: 100.7; Fibroblast inh: 95.8; H69AR inhibit: 86.5

Results for COc1ccc(-c2nn(C)c3sc(C(=O)NCc4ccco4)cc23)cc1OC ?
E coli WT exp: 4.0; PostGolgi yeast: 4.8; PostGolgi ctrl: -5.2; DAT uptake mod: -0.229; HUVEC inhibit: 97.0; Fibroblast inh: 106.8; H69AR inhibit: 75.2

Additional records follow.
What do the screens show for `CCOc1cc(CNn2cnnc2)cc(Br)c1OCC(=O)NC1CCCCC1`?
S1P2 agonist: -6.8; S1P2 blocker: 2.5; DAT uptake mod: 0.813; HUVEC inhibit: 83.7; Fibroblast inh: 97.0; H69AR inhibit: 91.2

Results for CCn1c2ccccc2c2cc(N=C3SC(CC(=O)Nc4ccccc4OC)C(=O)N3C)ccc21 (configuration not stated) ?
E coli WT exp: -14.0; S1P2 agonist: -3.2; PostGolgi yeast: -3.1; PostGolgi ctrl: 21.3; S1P2 blocker: 13.2; DAT uptake mod: 0.763

What do the screens show for `N#Cc1ccc(COc2ccc(CCO)cc2-n2nc3ccccc3n2)cc1`?
E coli WT exp: -14.0; S1P2 agonist: -2.7; PostGolgi yeast: 2.4; PostGolgi ctrl: 24.0; S1P2 blocker: -9.8; DAT uptake mod: 2.26; HUVEC inhibit: 82.0; Fibroblast inh: 92.2; H69AR inhibit: 45.1

Results for O=S(=O)(NC1CCCCC1NS(=O)(=O)c1ccc(F)cc1)c1ccc(F)cc1 (configuration not stated) ?
E coli WT exp: -1.0; S1P2 agonist: -7.5; PostGolgi yeast: 7.6; PostGolgi ctrl: -3.7; S1P2 blocker: -0.8; DAT uptake mod: -0.723; HUVEC inhibit: 98.4; Fibroblast inh: 97.4; H69AR inhibit: 82.9

What do the screens show for `CCOc1ccc(Oc2nc(NCC(C)C)nc(N(C)C)n2)nn1`?
E coli WT exp: -9.0; S1P2 agonist: 1.5; PostGolgi yeast: -3.3; PostGolgi ctrl: 2.7; S1P2 blocker: -0.9; DAT uptake mod: -0.0348; HUVEC inhibit: 87.6; Fibroblast inh: 99.8; H69AR inhibit: 83.4

Results for Cc1cc(C(=O)N2CCc3ccccc32)n(-c2ccccc2)n1 ?
E coli WT exp: 3.0; PostGolgi yeast: -0.4; PostGolgi ctrl: -4.3; DAT uptake mod: 0.479; HUVEC inhibit: 70.8; Fibroblast inh: 89.0; H69AR inhibit: 21.9*

How did Clc1ccc2oc(-c3ccccc3)nc2c1 do in these assays?
E coli WT exp: 9.0; S1P2 agonist: -0.6; PostGolgi yeast: -6.7; PostGolgi ctrl: -0.7; S1P2 blocker: -26.6; DAT uptake mod: 1.24; HUVEC inhibit: 97.8; Fibroblast inh: 108.2; H69AR inhibit: 106.0

How did CCC(=O)OCc1cc2cccc(C)c2[nH]c1=O do in these assays?
E coli WT exp: 5.0; S1P2 agonist: -3.1; PostGolgi yeast: 21.1; PostGolgi ctrl: 4.7; S1P2 blocker: 18.2; DAT uptake mod: 1.74; HUVEC inhibit: 97.8; Fibroblast inh: 101.5; H69AR inhibit: 94.7

How did COc1ccc(OCCC(=O)OCc2c(C)noc2C)cc1 do in these assays?
E coli WT exp: -2.0; S1P2 agonist: -9.5; PostGolgi yeast: 16.3; PostGolgi ctrl: 6.4; S1P2 blocker: -4.5; DAT uptake mod: 0.0179

Results for Nc1ncc(-c2nnnn2-c2ccc(Cl)cc2)c(-c2ccc(Cl)cc2)n1 ?
E coli WT exp: -9.0; S1P2 agonist: -7.3; PostGolgi yeast: -10.3; PostGolgi ctrl: 36.4*; S1P2 blocker: -4.7; DAT uptake mod: -0.252

What do the screens show for `FC(F)(F)c1ccc2c(c1)nc1n2CCCC1`?
E coli WT exp: 12.0; S1P2 agonist: -2.5; PostGolgi yeast: -5.1; PostGolgi ctrl: 2.5; S1P2 blocker: 3.1; DAT uptake mod: 0.0105; HUVEC inhibit: 97.8; Fibroblast inh: 95.8; H69AR inhibit: 94.7

Results for N#Cc1cc(-c2ccccc2)cnc1Cl ?
E coli WT exp: 6.0; S1P2 agonist: -5.0; PostGolgi yeast: 2.6; PostGolgi ctrl: -5.2; S1P2 blocker: 14.3; DAT uptake mod: -0.363

What do the screens show for `O=C1c2ccccc2S(=O)(=O)N1CC(O)Cn1c2ccccc2c2ccccc21` (configuration not stated)?
S1P2 agonist: -6.8; S1P2 blocker: 16.8; DAT uptake mod: -1.13; HUVEC inhibit: 96.0; Fibroblast inh: 102.0; H69AR inhibit: 92.4

Results for C=CCNC(=O)C1=NOC(CNC(=O)c2c(-c3ccccc3Cl)noc2C)C1 (configuration not stated) ?
E coli WT exp: -2.0; S1P2 agonist: -4.7; PostGolgi yeast: 19.4; PostGolgi ctrl: 14.8; S1P2 blocker: -10.3; DAT uptake mod: 0.00158

What do the screens show for `O=C(Nc1cccc(O)c1)N1CCOCC1`?
S1P2 agonist: -5.3; S1P2 blocker: -10.1; DAT uptake mod: 0.374; HUVEC inhibit: 87.3; Fibroblast inh: 103.2; H69AR inhibit: 100.8
